# Screens: PubChem, Broad Institute
# Cneo AK release – causes C. neoformans cell lysis. lysis activity, % at 15 µM. adenylate kinase release luminescence, 4 h; normalised: neutral wells 0, clomiphene wells 100. 360,000 tested, 0.2% active;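 active means mean lysis activity across replicates of at least 80%, whatever share of replicates individually reach that level; inactive means mean lysis activity below 80%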
#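 Assay system: Cryptococcus neoformans yeast cells / Dosing: single-point compound dose / Timing: 4 h at 37 °C static, read 1 h later / Measured by: luminescence of released adenylate kinase using an AK detection reagent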
# RAD54 inh – RAD54 (human) branch migration inhibition; Q92698; RAD54 Holliday junction branch migration, FAM/BHQ fluorescence; inhibition, % at 10.4 µM; 360,000 tested, 0.14% active;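 active means mean normalized replicate activity at least 40 and at least half of replicates scoring 40 or more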;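 further: 0% = median of neutral control wells and 100% = median of positive control wells; inhibitors cause a drop in the FAM fluorescence signal; in these data hits start at about 50%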
# Target sequence (Q92698 whole entry, looked up): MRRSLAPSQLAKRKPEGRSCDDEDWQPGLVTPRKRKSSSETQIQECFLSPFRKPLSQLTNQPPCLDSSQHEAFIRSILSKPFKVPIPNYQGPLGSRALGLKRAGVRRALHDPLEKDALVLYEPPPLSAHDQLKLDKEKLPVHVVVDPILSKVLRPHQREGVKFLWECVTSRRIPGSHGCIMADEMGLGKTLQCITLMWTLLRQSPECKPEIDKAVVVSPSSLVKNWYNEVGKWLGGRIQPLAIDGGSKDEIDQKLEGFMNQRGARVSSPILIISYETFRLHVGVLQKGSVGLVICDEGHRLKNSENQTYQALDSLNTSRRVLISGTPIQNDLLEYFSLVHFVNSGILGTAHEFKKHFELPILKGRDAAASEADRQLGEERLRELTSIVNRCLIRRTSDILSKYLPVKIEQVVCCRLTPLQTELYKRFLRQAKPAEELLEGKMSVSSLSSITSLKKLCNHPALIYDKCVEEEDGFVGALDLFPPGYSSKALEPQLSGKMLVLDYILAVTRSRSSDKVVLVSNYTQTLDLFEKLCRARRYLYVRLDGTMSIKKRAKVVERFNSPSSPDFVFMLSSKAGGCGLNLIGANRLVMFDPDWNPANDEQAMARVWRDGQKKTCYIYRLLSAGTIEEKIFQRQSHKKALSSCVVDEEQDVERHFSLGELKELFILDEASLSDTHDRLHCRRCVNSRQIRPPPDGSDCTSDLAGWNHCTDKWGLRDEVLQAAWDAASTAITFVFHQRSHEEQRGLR
# miR122 inh – inhibitors of miR-122 in Huh7 cells. Huh7 miR-122 Renilla luciferase sensor, 48 h; neutral wells = 0, positive control = 100. activation (reporter increase), % at 12.5 µM. 340,000 tested, 0.3% active;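 active means mean replicate activation score at least 90 and every replicate individually at or above 90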;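 further: higher luciferase means less miR-122 activity so hits act as miR-122 inhibitors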
# RAD52 anneal inh – inhibitors of human RAD52 DNA annealing | inhibition, % at 18.7 µM | 360,000 tested, 0.46% active | recombinant RAD52 DNA annealing, FRET fluorescence | P43351;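 active means every replicate showing at least 50% inhibition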
# E-selectin induc – E-selectin induction on HUVECs; activation, % at 7.58 µM; HUVEC E-selectin immunofluorescence imaging; normalized: neutral wells 0, TNF-alpha wells 100; 260,000 tested, 0.37% active; AID 686992;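 active means mean E-selectin-positive cell signal at least 10% of the positive control, reached in at least 60% of replicates, without over 20% cell loss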;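 further: in these data hits start at about 27%; measured in HUVEC primary endothelial cells; signal is the percent of cells scored E-selectin positive by PE staining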
#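 Assay system: HUVEC, human umbilical vein endothelial cells / Amount: 3,000 HUVEC/well / Controls: TNF-alpha positive control, DMSO neutral control / Compound dosing: single concentration / Medium: EGM-2 over gelatin coat / Evaluation: percent E-selectin-positive cells / Signal: immunofluorescence imaging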
# PGC1a acetyl inh – modulators of PGC1a acetylation; U2OS PGC1a acetylation, AlphaScreen anti-acetyl-lysine; with virally co-expressed GCN5 acetyltransferase; inhibition, % at 15.6 µM; 350,000 tested, 0.17% active; AID 651687;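 active means every replicate shows inhibition of at least 40%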;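 further: 0% = neutral control wells and 100% = positive control wells; some results beyond the cut were filed as inactive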
# PglD inh – inhibitors of Campylobacter jejuni PglD acetyltransferase. purified PglD enzyme, DTNB colorimetric CoA detection. inhibition, % at 12.5 µM. 360,000 tested, 0.098% active; in the data active means inhibition above about 16%, passing the limit was not always enough; further: strong numbers were not always called active
# ERAP1 inh – ERAP1 (human) enzyme inhibition. 340,000 tested, 0.15% active. Q9NZ08. recombinant ERAP1, Leu-AMC fluorescence, 60 min. inhibition, % at 10.7 µM;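 active means mean replicate inhibition of at least 30%, or all replicates individually reaching that 30% level; inactive means mean below 30% and not every replicate reaching it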;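 further: 0% = neutral control wells and 100% = L-leucinethiol positive control wells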
# * = called active by the depositor; / = not tested or not shown; & = joins results of further samples; [ ] = remark or other dose. Outcome played no part in choosing rows. Share with any hit: about 1.4%.
# Each structure is followed by: Cneo AK release	RAD54 inh	miR122 inh	RAD52 anneal inh	E-selectin induc	PGC1a acetyl inh	PglD inh	ERAP1 inh
1: C[C@@H]1CN([C@H](C)CO)C(=O)c2cc(-c3ccccc3)cnc2O[C@H]1CN(C)C(=O)C1CCOCC1
  -4	-4	-3[16.7 µM]	-1	-0.3	5	0	1
2: COc1ccc(CN2CC3(CN(C(=O)c4ccccc4)C3)c3c([nH]c4cc(OC)ccc34)[C@@H]2CO)cc1
  /	/	/	2	-0.6	15	/	-1
3: N=C1C(c2nc(-c3ccc(F)cc3)cs2)=C(O)CN1CCCN1CCOCC1
  5	18	-2	/	/	-6	-6	/
4: CC(C)(C)n1nnnc1C(c1cccs1)N1CCN(C/C=C/c2ccccc2)CC1 (stereo not drawn)
  -1	-1	-1	-16	/	13	5	/
5: COc1cc(C(=O)Nc2cc(-c3ccccc3)[nH]n2)cc(OC)c1OC
  -1	-3	3	/	/	-1	0	/
6: CCCn1c(SCC(=O)c2cc(C)n(-c3ccc4c(c3)OCO4)c2C)n[nH]c1=O
  -2	-2	2	-3	0.1	0	-3	5
7: COc1ccc(OC)c(NC(=O)C2(C)CCN2C(C)C)c1 (stereo not drawn)
  0	-1	4	-16	0.0	-4	7	0
8: CCCOc1cccc(C(=O)Nc2cc(NC(=O)c3ccco3)ccc2OC)c1
  -2	-8	-1	/	/	-61	16	/
9: O=C(NC1CCCCCCC1)c1ccc(F)c(S(=O)(=O)N2CCOCC2)c1
  -3	-2	-3	6	0.1	1	-2	4
10: COc1cc(C)ccc1OCCOCCN(C)Cc1ccccc1
  -1	-4	-1	/	0.1	10	10	/
11: COc1ccc(CN2CCNC(=O)C2CC(=O)NC2CCCCCC2)c(C)c1C (stereo not drawn)
  1	-17	-1	-8	-0.3	3	1	1
12: CC(C)NC(=O)N(C)C[C@@H]1Oc2ccc(NC(=O)Nc3ccc(C(F)(F)F)cc3)cc2CC(=O)N([C@@H](C)CO)C[C@H]1C
  5	-6	4[16.7 µM]	0	-0.1	3	-1	3
13: COc1ccc(CN(C)C[C@@H]2Oc3ccc(NC(=O)NC4CCCCC4)cc3C(=O)N([C@@H](C)CO)C[C@H]2C)cc1
  3	63*	-6[16.7 µM]	6	/	-4	-3	0
14: Cn1c(CCNC(=O)c2ccccc2F)nnc1SCC(=O)Nc1nncs1
  2	-5	-8	6	0.0	-2	2	0
15: C=CCn1c2ccccc2c(=O)c2cc(C#CC3(O)CCCCC3)ccc21
  -6	4	/	-37	/	/	3	-2
16: CC(C)CC#Cc1ccc2c(c1)O[C@H](CN(C)Cc1ccncc1)[C@H](C)CN([C@H](C)CO)S2(=O)=O
  6	-4	-14[16.7 µM]	10	0.2	4	-1	4
17: O=C(CCCCCCCC(=O)NCC1CCCO1)NCC1CCCO1 (stereo not drawn)
  2	-9	1	/	-0.7	/	-3	/
18: CC(C)(C)OC(=O)N1CCC(CC2CC(c3cccc(Br)c3)=NO2)(C(=O)O)CC1 (stereo not drawn)
  6	-11	-4	-4	0.2	9	1	5
19: C#CCOCCOCCOCCNc1nc(N2CCN(C(=O)C([C@@H](C)O)n3cc([C@@H](N)CCCCN)nn3)CC2)nc(N2CCN(C(=O)[C@H](CCC(=O)O)n3cc([C@@H](N)[C@H](C)CC)nn3)CC2)n1 (stereo partly drawn)
  -3	-10	-1	6	-0.2	-9	-1	-3
20: CCOC(=O)C1(C)CCCN1C(=O)c1cccc(F)c1 (stereo not drawn)
  1	-5	0	-1	1.0	-4	0	-5
21: CC(C)n1nc(Cc2cccc3ccccc23)c(C#N)c1N
  -1	-5	/	5	0.0	/	89*	1
22: Cc1noc(C)c1CNCc1ccccc1
  0	-4	/	-15	0.2	/	0	0
23: COc1ccc(C(=O)Oc2cc(C)c(CN3CCOCC3)cc2C)cc1OC
  -1	-7	-6	-4	/	5	2	-3
24: COc1ccc(-c2noc(-c3cccc(Cl)c3)n2)cc1OC
  -1	2	2	/	/	-7	-8	/
25: C[C@@H]1CN([C@@H](C)CO)S(=O)(=O)c2ccc(-c3ccccc3)cc2O[C@@H]1CN(C)Cc1ccccn1
  -5	6	13[16.7 µM]	4	-0.1	5	2	2
26: Cc1cc(Cl)ccc1C(=O)C1CCCN(C(=O)CCn2cncn2)C1 (stereo not drawn)
  -6	8	-1	-22	0.0	2	-4	-6
27: O=C(c1ccncc1)N1CCCCN2[C@H](CO)[C@@H](c3ccc(C#Cc4ccccn4)cc3)[C@H]2C1
  1	-4	-3[16.7 µM]	-12	0.4	9	-3	0
28: Cn1cnc2c1c(=O)n(Cc1cccc(Cl)c1)c(=O)n2C
  -2	-19	-10	-14	/	4	-6	2
29: O=C(CN1C(=O)c2ccccc2C1=O)Nc1ccc2c(c1)OCO2
  0	5	0	/	/	12	4	/
30: O=C(CN1CCN(c2ccc(Cl)cc2)CC1)NCc1cccs1
  /	/	-13	-6	/	3	/	-2
31: c1ccc(CNc2nc(-c3cccnc3)nc3ccccc23)cc1
  16	-2	-2	-22	0.0	-1	-5	-3
32: Cc1ccc(CNC(=O)c2cc(-c3ccccc3C)n(CC3CC(c4cccc([N+](=O)[O-])c4)=NO3)n2)cc1 (stereo not drawn)
  1	-2	14	-7	-0.4	0	1	3
33: Cc1ccc(-c2[nH]nc(N)c2N=Nc2ccccc2C)cc1
  0	-2	16	/	/	-10	-5	/
34: CO[C@@H]1CN(C)C(=O)c2cc(NC(C)=O)ccc2OC[C@H](C)N(CCc2ccccc2)C[C@@H]1C
  55	0	3[16.7 µM]	15	1.4	-5	-1	2
35: Cc1noc(C)c1C(=O)OC(C)C(=O)Nc1ccc(S(=O)(=O)NC(C)C)cc1 (stereo not drawn)
  /	-1	0	/	/	1	3	/
36: CC(C)(C)OC(=O)N1CCc2onc(-c3ccccc3F)c2C1=O
  1	7	-1	-3	0.2	0	2	-2
37: O=C(Cn1ccc2ccccc2c1=O)NCCC(=O)NC1CCN(Cc2ccccc2)CC1
  -1	27	-8	/	/	-2	0	/
38: C[C@@H]1CCCCO[C@H](CN(C)C(=O)Nc2cccc3ccccc23)[C@H](C)CN([C@@H](C)CO)C(=O)c2cc(NC(=O)Nc3ccc4c(c3)OCO4)ccc2O1
  -1	10	7[16.7 µM]	-14	0.0	-8	-5	-3
39: COc1ccccc1CNC(=O)C[C@@H]1CC[C@H]2[C@@H](COC[C@H](O)CN2Cc2ccccc2)O1
  1	-9	3[16.7 µM]	-22	0.1&-3.1	-7	-3	/
40: O=C(C1=C[C@@H](C2CC2)C[C@@H](OCCCCO)O1)N1CCN(Cc2ccccc2)CC1
  -1	2	/	-24	0.2	/	1	-2
41: O=C(Nc1ccccc1)/C(=C/c1cccnc1)NC(=O)c1ccccc1
  0	-8	33	-6	/	11	-1	1
42: CO[C@@H]1CN(C)C(=O)c2ccc(NS(=O)(=O)c3ccccc3Cl)cc2OC[C@H](C)NC[C@@H]1C
  -5	/	11[16.7 µM]	-6	-0.2	1	/	/
43: COCC(=O)Nc1ccc2c(c1)[C@H]1C[C@@H](CC(=O)NCc3cc(F)ccc3F)O[C@H](CO)[C@H]1O2
  -36	1	2[16.7 µM]	/	-0.2	1	2	/
44: N#Cc1ccccc1Cn1c(=O)n(CCC(=O)NCc2ccco2)c(=O)c2ccccc21
  -1	-2	7	/	/	-1	3	/
45: C[C@H](CO)N1C[C@H](C)[C@@H](CN(C)C)Oc2ccc(NS(=O)(=O)c3ccccc3)cc2CC1=O
  3	4	8[16.7 µM]	0	-12	1	-18	1
46: O=C(CNC(=O)c1ccc(N2C(=O)c3ccccc3C2=O)cc1)OCC(=O)c1ccccc1
  -1	-5	-17	-12	0.2	7	8	-5
47: O=S(=O)(Nc1ncccn1)c1cc(Cl)ccc1Cl
  -1	7	/	-7	0.4	/	-5	2
48: Cc1noc(C)c1S(=O)(=O)Nc1cccc2c1O[C@@H](CN(C)Cc1ccc(C(F)(F)F)cc1)[C@@H](C)CN([C@@H](C)CO)C2=O
  4	0	2[16.7 µM]	-19	-0.1	0	3	0
49: C[C@@H]1CN([C@H](C)CO)C(=O)c2cccc(NC(=O)Nc3ccccc3)c2O[C@H]1CN(C)S(C)(=O)=O
  3	-3	-9[16.7 µM]	8	-13	-9	-4	0
50: O=C(C[C@H]1C[C@H]2c3cc(NC(=O)c4cccnc4)ccc3O[C@H]2[C@H](CO)O1)NCC(F)(F)F
  -3	-11	-1[16.7 µM]	1	0.2	5	1	1
51: Cc1cccc(OCCC(=O)Nc2ccc(C)c(S(=O)(=O)N3CCCCC3)c2)c1
  -2	14	-3	13	/	-5	13	0
52: O=C(C1CCCC1)N1CC[C@@H]2[C@@H](CO)Nc3ccc(Br)cc3[C@@H]21
  /	/	/	-9	0.0	-1	/	1
53: Cn1c(-c2ccc(-c3ccccc3)cc2)c[nH]c1=S
  33	11	-7	/	/	-13	-3	/
54: O=C(/C=C\c1ccc2c(c1)OCO2)NC1(C(=O)Nc2ccc3c(c2)OCCO3)CCCCC1
  0	4	2	/	/	/	0	/
55: O=C(Nc1ccccc1Cl)c1cc[n+](Cc2ccc([N+](=O)[O-])cc2)cc1
  /	/	/	-4	0.8	2	/	-2
56: CCOc1ccc(NC(=O)CN(C)C(=O)c2ccccc2Cc2ccccc2)cc1OCC
  -4	-3	2	2	/	-1	-6	-2
57: CN(C)C1(CNC(=O)C2CCN(S(=O)(=O)c3cccc(C(F)(F)F)c3)CC2)CCCCC1
  2	-5	-1	-6	-0.9	/	-1	-5
58: O=C(O)C1CCCN1C(=O)Nc1ccccc1 (stereo not drawn)
  0	-5	-3	/	/	4	-8	/
59: COc1ccc(CC(C)CC(=O)Nc2ccc(OC)cc2)cc1 (stereo not drawn)
  -1	9	/	-2	/	/	-4	2
60: O=C(Nc1cc(F)ccc1F)N1CC(=O)N2[C@H](CO)[C@H](c3ccc(-c4ccc(F)cc4)cc3)[C@@H]2C1
  /	/	/	-21	-0.2	-5	/	3

# More results
# Each structure is followed by: Cneo AK release	RAD54 inh	miR122 inh	RAD52 anneal inh	E-selectin induc	PGC1a acetyl inh	PglD inh	ERAP1 inh
61: CCN(CC)C(=O)C(=O)c1cccn1-c1cccc(Cl)c1C#N
  3	2	-1	/	/	-5	2	/
62: CCC(=O)Nc1ccc2c(c1)OC[C@H](C)N(C(=O)c1ccccn1)C[C@@H](C)[C@H](OC)CN(C)C2=O
  64	1	10[16.7 µM]	3	0.1	/	5	-2
63: CC1CCc2nc(NC(=O)CN3CCOCC3)sc2C1 (stereo not drawn)
  0	-4	-11	/	/	6	-1	/
64: CCOC(=O)c1ccc(NC(=O)Nc2ccccn2)cc1
  /	/	-4	-1	0.1	-1	/	0
65: Cc1noc(C)c1S(=O)(=O)Nc1ccc2c(c1)C(=O)N([C@@H](C)CO)C[C@H](C)[C@@H](CN(C)Cc1ccc(C(=O)Nc3ccccc3N)cc1)OCCCC[C@@H](C)O2
  1	-5	26[16.7 µM]	6	0.0	12	0	0
66: Cc1c(NC(=O)c2cc(-c3ccco3)on2)c(=O)n(-c2ccccc2)n1C
  3	-12	-4	/	/	9	1	/
67: Cc1nnn(C23CC4CC(CC(CC(=O)Nc5cccc(F)c5)(C4)C2)C3)n1
  /	/	-2	7	0.3	-3	/	/
68: CCC(CC)COC(=O)C(C#N)c1nc2ccccc2nc1N1CCOCC1 (stereo not drawn)
  0	-5	5	/	/	-15	5	/

# Arranged by value in miR122 inh (smallest number first): some entries from above.
entry	SMILES	miR122 inh
58	O=C(O)C1CCCN1C(=O)Nc1ccccc1 (stereo not drawn)	-3
20	CCOC(=O)C1(C)CCCN1C(=O)c1cccc(F)c1 (stereo not drawn)	0
44	N#Cc1ccccc1Cn1c(=O)n(CCC(=O)NCc2ccco2)c(=O)c2ccccc21	7
